Screening data deposited in PubChem BioAssay by The Scripps Research Institute Molecular Screening Center.
TCR-CD3 inh: human TCR-CD3 binding inhibition. hit rate 0.37% among 360,000. inhibition, % at 9.4 µM. TAMRA-labeled TCR probe fluorescence, biochemical; in the data active = inhibition above about 19%;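 also: recombinant mutant TCR 2C K166C tagged with TAMRA read by polarization; 0% = receptor in buffer alone and 100% = receptor with positive control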
TDP2 inh: blocks human TDP2 phosphodiesterase activity. O95551. recombinant TDP2, T5PNP hydrolysis, p-nitrophenol absorbance 415 nm. inhibition, % at 12.8 µM. hit rate 0.34% among 370,000;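 active = inhibition above the mean of all tested compounds plus 3 SD, set per campaign, cut at about 25% in these data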;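 also: 0% = DMSO with enzyme and 100% = buffer with substrate but no TDP2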
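Assay system: Recombinant human TDP2 | Quantity: 120 nM TDP2 per well | Incubation: 2 h at 37 °C | Signal: Epi absorbance | Evaluation: Percent inhibition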
UHRF1 binding: human UHRF1 methylated DNA binding inhibitors; Q96T88; UHRF1 binding to methylated oligo, TR-FRET; inhibition, % at 4.4 µM; hit rate 0.75% among 370,000; AID 687016; in the data active = inhibition above about 21%;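 also: UHRF1 SRA domain binding a hemimethylated CpG hairpin DNA probe; 0% = median of test compound wells and 100% = reference inhibitor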
PG9 Ab binder: PG9 antibody binding by small molecule | AID 624416 | inhibition, % at 6.7 µM | TR-FRET gp120-PG9 antibody binding | hit rate 0.43% among 360,000; in the data active = inhibition above about 8.5%
HTRA1 inhibitor: HTRA1 (human) protease inhibition; hit rate 0.5% among 340,000; Q92743; recombinant HTRA1, FP-rhodamine activity-based probe, fluorescence polarization; inhibition, % at 5.96 µM; in the data active = inhibition above about 36%;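 also: 0% = enzyme with DMSO and 100% = wells lacking enzyme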
Target sequence (Q92743 whole entry, looked up): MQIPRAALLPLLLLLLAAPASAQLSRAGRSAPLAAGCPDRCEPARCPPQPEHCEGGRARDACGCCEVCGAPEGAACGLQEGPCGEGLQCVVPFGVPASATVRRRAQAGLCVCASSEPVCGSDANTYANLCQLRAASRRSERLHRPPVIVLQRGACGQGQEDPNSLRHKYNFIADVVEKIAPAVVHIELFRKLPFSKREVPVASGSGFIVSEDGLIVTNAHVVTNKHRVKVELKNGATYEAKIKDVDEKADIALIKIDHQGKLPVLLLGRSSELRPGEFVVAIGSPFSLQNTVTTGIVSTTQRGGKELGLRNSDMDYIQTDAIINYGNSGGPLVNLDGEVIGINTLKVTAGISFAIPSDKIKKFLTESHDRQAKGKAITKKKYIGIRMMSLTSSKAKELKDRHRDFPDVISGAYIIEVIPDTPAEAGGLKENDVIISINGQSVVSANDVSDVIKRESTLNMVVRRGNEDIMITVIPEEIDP
PRMT1 inh: inhibitors of human PRMT1 | Q99873 | recombinant PRMT1, activity-based probe fluorescence polarization | inhibition, % at 2.79 µM | hit rate 1.3% among 370,000;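 active = inhibition above about 21% made by adding two undisclosed values, limit read from the data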
Target sequence (Q99873 whole entry, looked up): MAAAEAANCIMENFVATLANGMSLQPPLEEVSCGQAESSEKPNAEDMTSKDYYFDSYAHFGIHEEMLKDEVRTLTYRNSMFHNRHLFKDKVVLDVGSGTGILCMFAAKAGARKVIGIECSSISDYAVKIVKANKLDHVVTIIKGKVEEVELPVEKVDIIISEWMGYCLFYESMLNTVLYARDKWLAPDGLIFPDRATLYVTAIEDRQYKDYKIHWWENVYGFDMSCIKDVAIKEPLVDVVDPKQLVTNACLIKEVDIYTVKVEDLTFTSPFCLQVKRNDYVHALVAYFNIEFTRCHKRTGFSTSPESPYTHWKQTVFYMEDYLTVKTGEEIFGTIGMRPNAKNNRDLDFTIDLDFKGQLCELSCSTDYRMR
Tn7 DDE FP: inhibitors of Tn7 peptide binding to human fibrin DD(E); inhibition, % at 8.3 µM; hit rate 0.13% among 370,000; P02675; FP displacement of FITC-Tn7 peptide from fibrin DD(E); 0% = median of compound wells per plate;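 active = inhibition above the mean of compounds falling within the control limits plus 3 SD of them, cut at about 14% in these data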;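 also: 0% = plate median of compound wells and 100% = 10 µM Aha-Tn7 peptide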
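Measure: % inhibition scaled between sample-field median and high-control FP; Test system: human fibrin DD(E); Quantity: 2 µM final DD(E) protein; Doses: one dose, 8.3 µM nominal; Schedule: compound with protein 10 min, then 3 h after probe, room temperature; Detection: fluorescence polarization; Medium: Tris buffer with calcium and detergent, pH 7.8.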
mABHD4 FP: ABHD4 (mouse) inhibition, primary FP screen; AID 720543; Q8VD66; inhibition, % at 8.92 µM; purified mABHD4, FP-Rh probe fluorescence polarization; hit rate 0.54% among 370,000;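 active = inhibition exceeding the mean over every tested compound plus 3 SD, cut at about 30% in these data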;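 also: 0% = plate median of compound wells and 100% = S159A mutant with DMSO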
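Test system: mouse ABHD4 enzyme, wild type. Reagent: FP-Rh fluorescent activity-based probe, added after compound pre-incubation. Timing: pre-incubation 45 min, probe exposure 60 min, at 25 °C. Technique: FP readout, ex 525 nm / em 598 nm. Benchmarks: high control S159A mutant with DMSO, low control median of compound wells.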
SIAE primary: inhibitors of human sialic acid acetylesterase SIAE; Q9HAT2; SIAE FP-Rh probe binding, fluorescence polarization; inhibition, % at 9.66 µM; hit rate 0.69% among 370,000; AID 1053197;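 active = inhibition above a cutoff: mean of compounds within the control limits plus 3 SD of those, cut at about 17% in these data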;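 also: 0% = plate median of compound wells and 100% = probe without SIAE protein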
LEDGF integ inh: blocks HIV-1 LEDGF/p75-dependent DNA integration | hit rate 0.64% among 370,000 | AID 743269 | TR-FRET IN-LEDGF/p75 DNA integration, Eu/Cy5 | inhibition, % at 3.7 µM;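 active = inhibition above the screen-wide mean plus 3 SD, cut at about 13% in these data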;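 also: signal is the Cy5 over europium emission ratio at 671 and 618 nm; 0% = plate median of compound wells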
An asterisk follows results filed as active; . = no result given.

Values run as follows: TCR-CD3 inh, TDP2 inh, UHRF1 binding, PG9 Ab binder, HTRA1 inhibitor, PRMT1 inh, Tn7 DDE FP, mABHD4 FP, SIAE primary, LEDGF integ inh
- CCCOc1c(OC)cccc1C1CC(=O)Nc2cc(OC)c(OC)c(OC)c21 (centres undefined)
 : 2.6, -16.8, -1.1, -0.9, -2.0, -1.1, 7.8, 1.6, 2.1, 0.3
- COc1cc2cc(CN(C(=O)Nc3ccccc3)C3CCCC3)c(=O)[nH]c2cc1OC
 : 0.0, -5.0, 0.4, -0.1, -0.3, -2.2, -5.0, 5.8, -1.6, 1.7
- CCOC(=O)c1sc2nc(C(C)C)c3c(c2c1N)CCC3
 : -3.3, 10.8, 0.0, 0.8, 5.8, -0.2, 8.2, 3.9, 5.3, 1.1
- O=C(OC12CCCN(C1)/C(=C/c1cccc(Cl)c1)C2)c1ccc(Cl)cc1 (centres undefined)
 : ., -1.5, 4.7, ., ., -2.1, -8.7, -1.8, -3.5, 3.9
- CSc1nnc(-c2ccncc2)n1CCCN1CCCC1=O
 : 5.4, 3.4, -2.2, 0.9, 6.1, -5.6, 5.7, 1.8, 7.0, 1.7
- Cc1ccc(S(=O)(=O)Nc2c(C)n(C)n(-c3ccccc3)c2=O)cc1C(=O)OC(C)C(=O)c1ccccc1 (centres undefined)
 : 0.3, -4.7, -0.4, 1.4, -5.9, 4.8, 2.9, -8.2, 6.9, -2.3
- c1ccc(C2=Nc3ccccc3OC2)cc1
 : -6.1, 10.6, -7.6, -0.8, 1.0, 4.0, -2.9, 6.9, 9.5, -3.3
- C=C1CCC2[C@](C)(CO[C@@H]3O[C@H](CO)[C@@H](O)[C@H](O)[C@H]3O)CCC[C@@]2(C)[C@@H]1CCC1=CCOC1=O (some centres undefined)
 : -7.5, -2.4, 0.1, -1.7, 5.5, 7.6, 2.6, 4.5, -0.1, -2.2
- CCN(c1ccc(NC(=O)CCc2nc3sc4c(c3c(=O)[nH]2)CCCC4)cc1)C(C)C
 : 3.2, 10.4, -1.3, -0.4, 13.0, 1.6, 6.8, 13.9, 6.7, 2.2
- Fc1c(-c2ccc3ncnc(NCc4cccs4)c3c2)ccc2c1OCO2
 : ., -4.2, -3.0, ., ., -1.7, -5.7, -40.7, -45.1, 4.7
- O=C(NCc1ccccc1F)Nc1nnc([C@H]2C[C@H](O)[C@@H](CO)O2)s1
 : -2.3, 4.0, 1.6, -0.2, ., 4.4, -1.1, -3.7, 2.6, -3.6
- COc1ccccc1OCCn1c(SCC(N)=O)nc2ccccc21
 : -0.9, -3.3, 0.1, 1.4, 1.9, 1.6, -1.5, 7.0, 3.0, -6.3
- CCOc1ccc(NC(=O)c2ccc(NC(=O)c3cn4c5c(c(N6CCN(C)CC6)c(F)cc5c3=O)OCC4C)cc2)cc1 (centres undefined)
 : -4.9, 6.0, -8.3, -1.4, -3.3, -2.6, -3.4, -0.5, 1.9, 3.8
- COc1ccc(C(=O)Nc2cccc(C(=O)Nc3cc(C)ccn3)c2)cc1
 : -6.8, -7.2, 3.0, -1.3, -6.3, -0.9, -7.5, -3.2, -7.8, -5.4
- CCCSCC(=O)Nc1ncc2c(n1)-c1ccccc1CC2
 : 3.2, -9.2, 0.1, -0.4, 2.4, 7.8, -4.2, 3.6, 7.5, 6.2

Copied from the list.
`c1ccc(C2=Nc3ccccc3OC2)cc1` in TDP2 inh has 10.6
`CCN(c1ccc(NC(=O)CCc2nc3sc4c(c3c(=O)[nH]2)CCCC4)cc1)C(C)C` in UHRF1 binding has -1.3

The list continues:
Values run as follows: TCR-CD3 inh, TDP2 inh, UHRF1 binding, PG9 Ab binder, HTRA1 inhibitor, PRMT1 inh, Tn7 DDE FP, mABHD4 FP, SIAE primary, LEDGF integ inh
- Cc1cccc(C)c1-n1nnnc1C1(C)CCC(=O)N1Cc1ccc(F)cc1 (centres undefined)
 : -4.9, 0.9, 2.7, -0.8, ., 2.4, 1.6, 0.7, -3.9, -3.5
- O=C1C=C(NCc2ccc3c(c2)OCO3)CC(c2ccccc2)C1 (centres undefined)
 : -5.0, -6.7, 1.1, 0.1, ., 3.0, 6.6, -4.2, -0.1, -3.3
- CCCC(=O)Nc1ccc2nc(SCC(=O)Nc3nccs3)sc2c1
 : -5.3, -4.4, 1.5, -1.2, -10.8, 1.7, 1.4, -3.4, 5.3, -8.3
- O=C(NCC(O)c1ccc([N+](=O)[O-])cc1)C(c1ccccc1)c1ccccc1 (centres undefined)
 : -3.5, 13.9, 1.3, -1.1, -2.3, 1.3, 3.0, 0.0, 2.7, 0.2
- O=C(Nc1ccc(Cl)cc1)C1Cc2c(-c3cccc(F)c3)ccnc2O1 (centres undefined)
 : -6.2, -13.6, 3.7, 0.2, ., -5.2, -5.9, -8.1, -10.7, -0.4
- COc1cccc(C(C(=O)NCc2ccccc2)N2CCN(CCN3CCOCC3)CC2)c1OC (centres undefined)
 : -4.3, 4.0, 1.2, -0.8, ., 0.1, -0.8, 13.0, 7.8, -4.9
- COc1cccc(OC)c1C(=O)Nc1ccccc1C(=O)N1CCCCCC1
 : -10.3, -5.3, 8.2, -1.8, 6.6, 6.3, 1.0, -11.1, -3.5, 3.9
- Cc1nn(-c2cc(C(F)(F)F)ccc2Cl)c2nc(C(F)(F)F)[nH]c(=O)c12
 : -7.6, -7.1, 5.9, -0.5, -5.4, 0.7, -7.6, -19.4, 2.6, 82.5*
- Cc1ccccc1NC(=O)Cc1nnc(SCc2ccc(Cl)c(Cl)c2)n1C
 : -1.5, 0.7, -1.8, -2.2, -14.3, 0.8, -1.4, -3.1, -1.4, 2.4
- [O-]/C(=C(\C(=S)Nc1ccc(SC(F)F)cc1)[n+]1ccccc1)c1cc(Cl)ccc1Cl
 : -1.8, 2.0, -1.4, -2.7, -21.4, 2.7, 0.6, -8.2, -0.1, 0.3
- O=C(N/N=C/c1ccc2c(c1)OCO2)c1ccc(Cn2cc([N+](=O)[O-])cn2)o1
 : -5.2, 10.2, -2.1, -0.4, -3.4, -0.1, -3.2, -1.5, 1.2, -2.9
- CCN(/N=C/c1ccc(Cl)cc1)c1cc(=O)n(C)c(=O)[nH]1
 : 7.7, 2.3, -7.6, -2.6, 7.1, -1.9, 10.4, 1.3, 5.7, -1.0
- COc1cc(NS(=O)(=O)c2ccc(NC(=O)C3CCCO3)cc2)nc(OC)n1 (centres undefined)
 : -3.3, 12.2, 0.6, 0.0, 2.0, 1.1, 0.4, -4.9, -0.3, 0.2
- COC(=O)c1cccc(C(=O)N2CCCC(C(=O)c3cc(F)ccc3F)C2)c1 (centres undefined)
 : 0.7, 2.7, -1.4, -1.0, -2.2, 0.2, 5.1, -2.1, -3.9, -1.3
- O/N=C\c1cnc(N2CCN(c3ccccc3)CC2)s1
 : -3.6, -13.0, 0.6, -1.2, 7.5, -1.5, -8.8, 2.0, 6.9, 0.5
- CN(C)CCCn1cnc2c(c1=N)C(c1ccccc1)c1ccc3ccccc3c1O2 (centres undefined)
 : -1.2, 7.5, -2.4, -2.0, -24.4, 0.8, -3.7, 0.9, 0.5, 0.4
- CCOC(=O)C1=C(C)NC(=O)NC1c1ccc(OC(=O)c2ccco2)c(OC)c1 (centres undefined)
 : 5.6, 5.9, -1.5, -0.6, 11.3, 3.0, 0.7, -3.7, 9.1, -1.4
- O=C(C[C@H]1C=C[C@@H](NC(=O)Cc2cccnc2)[C@@H](CO)O1)NCc1ccc2c(c1)OCO2
 : 5.2, -1.9, -0.1, 0.5, ., -1.3, -13.4, 6.3, 2.4, 3.6
- CC(=O)NS(=O)(=O)c1ccc(NC(=O)CCC(=O)Oc2ccc(C)cc2)cc1
 : 4.8, 20.2, -1.9, -0.6, -3.2, 1.0, 5.0, -0.7, 10.7, -3.0
- Cc1ccc(NC(=O)c2c([N+](=O)[O-])c(C(C)(C)C)nn2C)c(C)c1
 : 3.1, -7.9, 0.8, -1.5, -5.1, -0.6, 2.0, 0.8, 0.7, 1.3
- CCOc1ccc(NC(=O)C2CCCN(c3c(CC)c(C)nc4ncnn34)C2)cc1 (centres undefined)
 : -10.8, -9.1, -1.0, 0.8, 0.1, -2.3, -0.8, -6.9, 1.5, -1.9
- c1ccc2c(c1)oc1c(N3CCOCC3)ncnc12
 : 3.8, -7.4, 0.6, -1.0, 1.8, -2.2, 4.5, 4.4, 4.0, -3.3
- O=C(/C=C/c1ccc(Cl)c([N+](=O)[O-])c1)Nc1cccnc1
 : 1.8, -9.1, -3.5, -0.7, -4.1, -0.8, 1.0, 3.7, -6.2, -1.3
- COc1ccc(-c2nc(CC(=O)O)cs2)cc1
 : 1.8, 2.3, -1.7, -1.6, 2.5, -4.0, 0.9, -3.4, 0.5, 2.9
- O=C(Nc1cc(Cl)ccc1Oc1ccccc1)c1cnccn1
 : -3.9, 4.6, 0.1, 1.8, 3.3, 2.4, 6.2, -1.7, -6.2, -1.8
- CC(C)NC(=O)N1CC(c2ccccc2)C(c2ccc(Cl)cc2)=N1 (centres undefined)
 : 0.0, -16.6, 0.1, -0.5, -24.4, -6.5, 3.4, -7.0, 4.2, 1.5
- O=C(CCNC(=O)N1CCn2c1nc1ccccc12)NCc1ccccc1
 : 7.1, 6.1, -0.1, 0.5, 0.7, 2.4, 2.6, 6.2, -2.1, -3.3
- CCCCOc1ccc(Cc2c(O)nc(SC)[nH]c2=O)cc1
 : -5.6, 20.7, 0.4, -0.2, 7.6, -1.8, -1.3, 2.3, 1.6, -7.0
- CCS(=O)(=O)N1CCC(C(=O)NCCc2ccc(OC)c(OC)c2)CC1
 : -0.8, -3.7, 9.4, -3.0, 1.9, -1.9, -2.9, 3.3, 1.3, 0.3
- Cn1c(SCC(=O)c2ccc(O)c(O)c2)nnc1-c1cccs1
 : 23.3*, 5.5, 5.2, -0.8, 18.0, 2.9, 1.2, 23.8, 10.4, -4.0
- C(=N\c1nc2ccccc2n1CCN1CCCCC1)/c1ccc2c(c1)OCO2
 : -8.2, -12.8, 5.4, 1.3, 9.1, 0.8, 1.8, -9.2, -0.8, 1.7
- CC1(C(=O)Nc2ccccc2F)CCN1C(=O)Cc1ccc(-c2ccccc2)cc1 (centres undefined)
 : -1.6, 0.3, -0.5, -0.4, ., 0.7, 0.7, -18.0, -7.1, -4.9
- CCn1nc(CC(=O)Nc2nnc(CC(=O)N3CCCC3)s2)c2ccccc2c1=O
 : -0.8, -4.0, 2.5, 0.8, 7.2, 1.1, -6.7, 5.6, 4.2, 3.9
- COc1cccc(NC(=O)COc2cc(O)c3c(c2)OC(C)(C)CC3=O)c1
 : 1.8, 0.6, 2.7, 0.5, -16.4, -0.5, 9.5, -2.3, 0.6, -1.3
- COCCNC(=O)C1(C)CCCN(C(=O)c2cc(OC)c(OC)c(OC)c2)C1 (centres undefined)
 : -9.5, 3.1, -1.8, -0.6, ., 1.0, -0.3, 7.4, 7.9, -3.6
- O=C(OCc1cncs1)c1ccccc1Cl
 : 1.4, -0.8, -1.3, 0.9, -1.6, 4.3, -2.5, -1.6, 7.5, -2.8
- CCC/C(O)=C1\C(=O)CC(c2ccccc2)CC1=NC(C)C(=O)O (centres undefined)
 : -3.3, -1.8, 5.8, 0.9, -3.8, 1.2, -1.0, 10.3, -1.7, 0.1
